# Tn7 DDE FP = inhibitors of Tn7 peptide binding to human fibrin DD(E); P02675; inhibition, % at 8.3 µM; FP displacement of FITC-Tn7 peptide from fibrin DD(E); 0% = median of compound wells per plate; AID 720508; actives 0.13% (n = 370,000);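 active = inhibition above the mean of compounds falling within the control limits plus 3 SD of them, cut at about 14% in these data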;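 note: 0% = plate median of compound wells and 100% = 10 µM Aha-Tn7 peptide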
#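 Assay system: human fibrin DD(E). Input: DD(E) 2 µM final. Medium: Tris buffer with calcium and detergent, pH 7.8. Compound dosing: single point at 8.3 µM. Timing: 10 min plus 3 h, room temperature. Technique: fluorescence polarization of the labelled Tn7 tracer. Read-out: percent inhibition. Replicates: singlicate testing.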
# MBD2 DNA inh = blocks human MBD2 binding to methylated DNA | Q9UBB5 | actives 0.31% (n = 370,000) | AID 686964 | TR-FRET, MBD2 binding to methylated oligonucleotide | inhibition, % at 4.4 µM; in the data active = inhibition above about 13%
# PLC-beta3 inh = inhibitors of human phospholipase C beta3; Purified PLC-beta3, fluorogenic substrate, fluorescence; Q01970; inhibition, % at 12.2 µM; actives 0.18% (n = 370,000); AID 720704; in the data active = inhibition above about 11%;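 note: 0% = median of compound wells on plate and 100% = full blocker control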
# PLCg1 inh = PLC-gamma1 (human) inhibition, primary screen. purified PLC-gamma1, fluorogenic substrate, fluorescence. actives 0.84% (n = 370,000). AID 720700. P19174. inhibition, % at 12.2 µM; in the data active = inhibition above about 9.5%
# KLK7 zymogen act = proKLK7 (human) activation, primary screen | purified proKLK7, EDANS-DABCYL substrate fluorescence; 100% is mature enzyme control, 0% vehicle | actives 0.9% (n = 370,000) | activation, % at 7 µM | P49862;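 active = activation above the mean of all tested compounds plus 3 SD, computed per campaign excluding outliers beyond control limits, cut at about 13% in these data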
# Target sequence (P49862 whole entry, looked up): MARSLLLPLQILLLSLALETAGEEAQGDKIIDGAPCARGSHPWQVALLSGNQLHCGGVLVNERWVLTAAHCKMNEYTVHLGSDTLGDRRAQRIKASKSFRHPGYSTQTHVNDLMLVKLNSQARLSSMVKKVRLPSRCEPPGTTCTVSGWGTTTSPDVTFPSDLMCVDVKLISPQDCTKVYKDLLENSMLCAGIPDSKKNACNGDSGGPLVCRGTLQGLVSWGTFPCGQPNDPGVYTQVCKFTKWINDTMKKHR
# ARFGAP1 inh = inhibits rat ARF GTPase activating protein 1; Q62848; Arfgap1-stimulated ARF1 GTP hydrolysis, GDP FP detection; inhibition, % at 16.5 µM; actives 0.26% (n = 360,000);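 active = inhibition above a per-plate limit, mean inhibition of low control wells plus 3 SD, cut at about 25% in these data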;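 note: 0% = DMSO wells with enzyme and 100% = wells lacking Arfgap1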
# Target sequence (Q62848 1-136 limits assumed): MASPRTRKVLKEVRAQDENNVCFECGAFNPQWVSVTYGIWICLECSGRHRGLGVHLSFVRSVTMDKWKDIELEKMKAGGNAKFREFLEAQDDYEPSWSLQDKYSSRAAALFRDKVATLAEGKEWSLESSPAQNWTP
#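 Assay system: purified rat His6-Arfgap1 residues 1-136 (GAP domain); Reagent: human Δ17 ARF1 bound to GTP; Dosing: 16.5 µM single point, 1.26% DMSO; Times: GTP hydrolysis reaction 2 h at 25 °C; Signal: FP, GDP Alexa 633 tracer displaced from anti-GDP antibody, 620/688 nm; Measure: % inhibition from polarization.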
# Tn6 DDE FP = DD(E)-Tn6 binding inhibition, primary FP screen. P02675. Fibrin DD(E) TRITC-Tn6 fluorescence polarization displacement. inhibition, % at 8.3 µM. actives 0.21% (n = 370,000);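 active = inhibition above a per-campaign cutoff: mean of compounds within control limits plus 3 SD, cut at about 15% in these data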;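 note: 0% = median of all compound wells on the plate and 100% = blocking peptide control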
# UHRF1 MBD2 ctr = UHRF1 methyl-DNA binding inhibition. Q96T88. UHRF1 binding to methylated oligo, TR-FRET. inhibition, % at 4.4 µM. actives 0.75% (n = 370,000). AID 687016; in the data active = inhibition above about 21%;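 note: UHRF1 SRA domain binding a hemimethylated CpG hairpin DNA probe; 0% = median of test compound wells and 100% = reference inhibitor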
# ADAM17 inh = inhibits human ADAM17; recombinant ADAM17, EDANS/DABCYL FRET peptide cleavage; actives 0.83% (n = 370,000); P78536; inhibition, % at 6.95 µM;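 active = inhibition above the mean of compounds lying between control limits plus 3 SD, set per campaign, cut at about 8.5% in these data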;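 note: 0% = DMSO-only wells as the low control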
# Target sequence (P78536 215-824 limits assumed): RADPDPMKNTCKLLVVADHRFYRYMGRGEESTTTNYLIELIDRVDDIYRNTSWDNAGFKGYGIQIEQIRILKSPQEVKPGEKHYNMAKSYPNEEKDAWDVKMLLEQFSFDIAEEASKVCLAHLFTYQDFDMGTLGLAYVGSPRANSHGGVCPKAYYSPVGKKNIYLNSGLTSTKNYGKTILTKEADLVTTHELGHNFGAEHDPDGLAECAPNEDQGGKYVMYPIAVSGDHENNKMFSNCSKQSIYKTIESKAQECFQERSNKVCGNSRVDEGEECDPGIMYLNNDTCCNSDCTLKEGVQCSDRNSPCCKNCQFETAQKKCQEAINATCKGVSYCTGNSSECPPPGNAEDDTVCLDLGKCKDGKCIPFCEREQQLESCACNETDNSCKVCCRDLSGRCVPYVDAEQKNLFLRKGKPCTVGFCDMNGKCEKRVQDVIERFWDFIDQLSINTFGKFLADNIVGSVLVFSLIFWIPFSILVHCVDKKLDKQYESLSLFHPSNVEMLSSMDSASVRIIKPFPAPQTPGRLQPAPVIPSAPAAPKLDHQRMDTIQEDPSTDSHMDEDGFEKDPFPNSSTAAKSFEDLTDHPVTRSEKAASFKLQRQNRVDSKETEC
# ASAP1 GAP inh = ASAP1 ArfGAP inhibition; Q9ULH1; ASAP1-stimulated ARF1 GTP hydrolysis, GDP FP detection; inhibition, % at 16.5 µM; actives 0.19% (n = 360,000); AID 624377; in the data active = inhibition above about 25%;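 note: 0% = vehicle with enzyme and substrate and 100% = no enzyme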
# * hit, by the source's call; . = no result given.
SMILES,Tn7 DDE FP,MBD2 DNA inh,PLC-beta3 inh,PLCg1 inh,KLK7 zymogen act,ARFGAP1 inh,Tn6 DDE FP,UHRF1 MBD2 ctr,ADAM17 inh,ASAP1 GAP inh
CC(C)(Oc1ccc(Cl)cc1)C(=O)NCC(c1cccs1)N1CCOCC1 (configuration not stated),-1.6,3.4,-6.1,1.5,-0.5,6.6,1.0,2.4,-1.3,-4.0
CC(=O)NC(CC(=O)OCC(=O)N1CCN(S(=O)(=O)c2ccc(Cl)cc2)CC1)c1ccccc1 (configuration not stated),-6.3,-1.1,0.6,-0.8,-0.3,19.5,4.7,-3.4,-3.5,2.3
Cc1cc(C)n(CCC(=O)Nc2ccc3c(c2)OCCO3)n1,1.1,8.6,-6.3,0.8,-0.1,3.8,-11.8,4.5,0.8,11.1
CCOC(=O)Cc1csc(NC(=O)c2ccc(Br)cc2)n1,8.3,-4.8,-21.8,-10.6,0.6,-7.0,0.3,0.7,1.3,1.1
O=C(C[n+]1cccc(Br)c1)c1ccccc1,2.2,4.9,-10.4,-3.9,0.0,1.4,2.8,-0.6,-3.9,4.4
CC(C)NC(=O)CSc1nc(N)c(NC(=O)c2ccccc2F)c(=O)[nH]1,1.1,-1.2,-2.1,1.9,-0.2,-1.7,-1.3,3.4,-4.3,-11.2
CN(C)c1ccc(S(=O)(=O)N2CCC(Cc3ccccc3)CC2)cn1,2.7,-5.1,-7.7,-0.5,-0.1,12.6,5.6,8.0,-2.6,-4.1
COCCNC(=O)COC(=O)/C=C/c1c(C)nn(Cc2ccc(Cl)cc2Cl)c1Cl,-0.7,-4.3,1.9,-0.2,0.7,-6.7,-2.2,-0.5,-1.7,2.9
CC(=O)N=C(N)Sc1nc2ccccc2[nH]1,-2.0,2.8,5.6,3.9,-0.5,-5.0,-3.7,-2.0,0.3,5.1
O=C(c1cccnc1)N(Cc1ccccc1)C(c1ccccc1)c1nc2ccccc2[nH]1 (configuration not stated),-1.1,3.6,-1.9,0.4,-0.3,-10.5,2.0,-2.3,3.2,12.3
COc1cccc(OCCOCCN(C)CCO)c1,-4.8,2.7,2.7,1.1,-0.1,4.2,-3.6,-1.2,0.2,0.1
COC(CNC(=O)c1ccc(Cn2c(=S)[nH]c3cc4c(cc3c2=O)OCO4)cc1)OC,-1.1,1.3,-1.1,2.0,-0.4,5.0,-2.9,-4.3,-0.2,-0.6
COC(=O)c1ccc(CSc2nc3ccccc3c(=O)n2N)cc1,3.7,-1.7,-7.1,-4.9,-2.0,-4.0,0.3,1.2,-10.3,-7.5
CC(=O)c1ccc(NC(=O)c2noc3c2CCC3)cc1,5.5,0.1,0.9,-1.9,-0.6,4.9,0.3,3.2,-4.4,-2.1
CCN(CC)C(=O)C1=C(C)N(CCC2=CCCCC2)C(=O)C(CC(=O)NC(c2ccccc2)c2ccccc2)C1 (configuration not stated),-5.6,-6.3,-0.8,0.1,0.7,-1.2,2.6,-1.2,0.8,5.5
Oc1ccc(Br)cc1-c1cc(-c2ccco2)[nH]n1,-5.5,-3.0,-5.5,-3.7,0.8,5.4,-9.5,-2.5,3.4,12.1
COc1ccccc1NC(=O)c1ccc(N)cc1,-8.7,-6.7,5.2,2.2,0.4,7.3,1.8,-7.1,0.0,8.3
Cc1cccc(NC(=O)COC(=O)CCc2c[nH]c3ccccc23)c1,-11.5,3.8,-4.4,2.9,0.5,16.0,-4.6,5.5,8.1,-3.7
CCOc1cc(C(=O)N(C)Cc2cc3cc(OC)ccc3[nH]c2=O)cc(OCC)c1OCC,-1.6,-1.2,-16.9,-16.1,3.7,3.8,5.9,0.8,-30.9,5.6
O=C(CSc1nc2nc(-c3cccs3)cc(C(F)(F)F)c2c(=O)[nH]1)Nc1c(F)c(F)c(F)c(F)c1F,7.3,1.5,-10.0,-3.4,-1.0,-13.1,-4.6,0.1,-10.8,5.5
CC1(C(=O)N2CCN(Cc3ccccc3Cl)CC2)CC1(Cl)Cl (configuration not stated),-5.8,-0.9,-10.8,0.5,0.3,2.6,2.6,6.9,-2.1,2.8
Cc1ccc(C(=O)NCCSc2c(C)[nH]c3ccccc23)cc1[N+](=O)[O-],-8.6,-4.5,-4.3,-3.3,0.5,9.8,2.8,0.5,4.5,8.0
Cc1cc(C(=O)NC(Cc2ccccc2)C(=O)O)c(C)o1 (configuration not stated),-5.8,1.2,-7.9,6.5,0.6,3.7,5.5,-0.7,0.5,-1.6
Nc1nc(-c2ccco2)nn1C(=O)CCc1ccccc1,7.1,0.9,-4.1,4.2,-0.2,9.2,-2.4,-3.2,-4.6,3.8
Cc1sc(NC(=O)c2ccco2)c(CN2CCCCC2)c1C,-2.5,-2.6,-15.5,-15.1,1.2,-12.1,2.8,-0.9,-2.9,5.3
COc1cc(C(=O)NNC(=S)NC(=O)/C=C/c2ccccc2)cc(OC)c1OC,1.5,-4.8,-9.9,-3.5,0.3,4.3,-1.5,-5.2,2.5,-13.0
Cc1noc(C)c1C(=O)Nc1sccc1C(N)=O,0.2,0.7,-9.2,-3.9,0.3,6.5,2.6,7.5,-2.5,13.3
Cc1ccc(NC(=O)CCn2cccc2)cc1F,0.3,-4.3,0.1,0.5,1.0,-4.7,-11.9,-1.2,-0.3,2.6
COc1ccccc1CN1CCNC(=O)C1CC(=O)N(C)Cc1ccon1 (configuration not stated),0.9,-2.1,-2.8,-3.1,0.3,4.0,-0.5,0.8,-2.5,-4.4
CC(C)(C)NS(=O)(=O)c1cc(C(=O)Nc2sccc2C#N)ccc1Cl,0.1,3.1,-27.8,-22.1,0.8,2.5,3.3,2.9,2.0,4.4
CC1N(C)c2cccc3cccc(c23)N1C,3.7,-4.1,-324.4,-267.3,-23.3,-7.9,3.2,-4.8,-314.6,-4.7
O=C(NNS(=O)(=O)c1ccccc1F)c1cc(-c2ccccc2)n[nH]1,6.8,2.4,-6.5,-1.4,0.1,1.0,-4.2,-4.2,-6.0,-2.2
O=C(c1cn(-c2ccccc2)nc1-c1ccccc1)N1CCOCC1,-5.4,-2.9,1.9,2.4,-0.4,1.8,3.5,-0.5,-4.3,7.8
CCOC(=O)N1CCN(C(=O)CSc2ccccc2)CC1,0.9,-3.8,2.1,2.8,-1.0,-1.1,0.2,2.7,1.4,4.1
COc1ccc(NC(=O)c2cccs2)c([N+](=O)[O-])c1,5.0,-0.2,2.0,2.7,0.2,11.0,2.2,3.9,-4.5,3.6
CCc1ccccc1NC(=O)CN1C(=O)C2CCCN2c2ncc(Cl)cc21 (configuration not stated),3.5,-0.7,-20.6,-17.9,-0.1,-8.6,2.6,-5.6,-6.3,-1.7
CCn1c(SC(C)C(=O)NCC2CCCO2)nc2ccccc21 (configuration not stated),-8.2,-4.4,-2.7,3.8,-0.3,3.6,1.9,0.2,-2.5,-2.5
CN(C)c1ccc(/C=C2/SC(=O)N(CCN=C3NS(=O)(=O)c4ccccc43)C2=O)cc1,4.1,-3.4,-5.1,-7.9,0.4,-3.1,3.8,-0.8,1.5,-2.1
CC(Oc1ccc2c3c(c(=O)oc2c1)CCCC3)C(=O)NCc1cccnc1 (configuration not stated),1.6,0.6,-38.1,-20.5,0.2,0.4,-3.3,-1.2,-74.9,-0.6
COC(=O)[C@]12C[C@H](CC(=O)NCC3CCCCC3)C(=O)N(Cc3ccc4c(c3)OCO4)C1=C[C@H](C(C)C)O[C@@H]2C1CC1,1.2,3.4,6.5,0.8,0.5,.,-0.7,0.0,0.3,.

# Reprinted from the part before: four compounds, followed by the next part.
SMILES,Tn7 DDE FP,MBD2 DNA inh,PLC-beta3 inh,PLCg1 inh,KLK7 zymogen act,ARFGAP1 inh,Tn6 DDE FP,UHRF1 MBD2 ctr,ADAM17 inh,ASAP1 GAP inh
CCn1c(SC(C)C(=O)NCC2CCCO2)nc2ccccc21 (configuration not stated),-8.2,-4.4,-2.7,3.8,-0.3,3.6,1.9,0.2,-2.5,-2.5
CN(C)c1ccc(/C=C2/SC(=O)N(CCN=C3NS(=O)(=O)c4ccccc43)C2=O)cc1,4.1,-3.4,-5.1,-7.9,0.4,-3.1,3.8,-0.8,1.5,-2.1
CC(Oc1ccc2c3c(c(=O)oc2c1)CCCC3)C(=O)NCc1cccnc1 (configuration not stated),1.6,0.6,-38.1,-20.5,0.2,0.4,-3.3,-1.2,-74.9,-0.6
COC(=O)[C@]12C[C@H](CC(=O)NCC3CCCCC3)C(=O)N(Cc3ccc4c(c3)OCO4)C1=C[C@H](C(C)C)O[C@@H]2C1CC1,1.2,3.4,6.5,0.8,0.5,.,-0.7,0.0,0.3,.
COc1ccc(Br)cc1/C=N/NS(=O)(=O)c1ccccc1,6.5,-7.8,-5.9,-5.4,0.9,1.7,3.4,-0.9,2.2,-4.0
C=C(C)C1(O)OC(=O)C=C1OC (configuration not stated),-2.0,-5.4,2.7,1.9,0.2,3.2,1.4,1.0,0.8,10.6
CCOC(=O)C1CCN(S(=O)(=O)c2ccc(-c3ccccn3)s2)CC1,-2.5,0.1,-6.5,0.8,0.1,-10.6,-9.2,0.2,-2.2,9.8
CCOc1cccc(CN(C)CC2CCCN(CCc3ccc(Cl)cc3)C2)c1O (configuration not stated),-4.8,0.3,-2.7,3.9,-0.2,7.1,3.4,2.2,1.2,-0.4
Cc1csc(SCC(=O)NC(=O)NC2CCCC2)n1,-3.8,3.6,0.3,2.9,-0.1,-5.5,-10.9,-1.6,-3.5,8.8
COc1ccc(N(CC(=O)NC2CCCC2)S(=O)(=O)c2c(C)[nH]c(=O)[nH]c2=O)cc1,-1.2,-1.1,1.3,2.9,-0.2,7.5,0.1,-2.0,1.1,1.9
CC(C)(C)CN1CCNC(=O)C1CC(=O)N1CCC(C(=O)N2CCOCC2)CC1 (configuration not stated),-3.7,0.3,-41.0,-34.2,0.3,6.1,-0.2,0.7,-14.5,-5.3
COc1cc(OC)cc(-c2nnc(NC(=O)CCS(=O)(=O)c3ccc(C)cc3)o2)c1,-1.1,-3.0,-2.1,0.9,-0.2,-18.4,-7.1,-1.6,-2.0,0.4
CCCC(=O)Nc1ccc(C(=O)n2nnc3ccccc32)cc1,-6.8,4.5,2.2,1.4,0.0,1.2,-4.4,5.3,-0.2,1.4
COc1ccc(C(O)C(CN2CCOCC2)c2ccccc2)cc1F (configuration not stated),1.2,-3.2,0.0,0.4,0.6,-5.9,-1.6,0.3,-4.1,-5.3
CCN(CC)C(=O)C1=C(C)N(CCCOC)C(=O)C(CC(=O)NC2CC2)C1 (configuration not stated),0.7,-6.6,2.6,5.5,-0.5,-2.4,-0.1,-1.0,7.1,3.9
CCCNC(=O)c1cc2c(c(-c3cccc(-c4ccccc4F)c3)n1)[C@H](CCO)N(C(=O)CC1CC1)C2,-0.8,3.0,-3.0,2.5,0.9,8.1,-11.8,18.1,-0.1,-0.5
O=S(=O)(c1ccc(F)cc1F)N1CCCN(c2ccc(C(F)(F)F)cn2)CC1,-2.6,7.8,-3.6,-0.9,0.0,-0.2,1.7,1.9,-1.7,-3.7
CC(=O)N1Cc2ccccc2CC1C(=O)N1CCN(c2ccccc2)CC1 (configuration not stated),-4.5,-1.2,0.1,2.5,-0.5,2.2,-3.3,3.5,-2.9,-0.6
